AT treatment: potential ataxia-telangiectasia treatments restoring KAP-1 phosphorylation. […] A-T fibroblasts, KAP-1 phosphorylation AlphaLISA; neocarzinostatin DNA damage 30 min before lysis. Potency, µM (titrated, usually from 57.5 µM), for inactives: at the highest dose activation, usual class: activators. actives 0.19% (n = 320,000). AID 485349; note: potency is the fitted concentration of half-maximal effect; % of control where 0% means no effect; nearly all actives have a fitted effect of over 45% in size
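hTERT-immortalized A-T patient fibroblasts ([…]), 500 cells/well in OPTI-MEM, 1% FBS, got compounds for 60 min, then NCS for 30 min at 37C. Lysates were then assayed for phospho-KAP-1 by AlphaLISA (anti-pKAP1 donor, anti-KAP1 acceptor beads), 6 hr at 25C.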
TRPV1 agonist: agonists of human vanilloid receptor 1 (TRPV1); Q8NER1; TRPV1-expressing cells, Fluo-8 calcium influx, agonist mode; activation, % at 8.33 µM; actives 0.19% (n = 320,000); AID 540275; in the data active = activation above about 80%; inconclusive = between about 30% and that limit; note: 0% is about no effect
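TRPV1-expressing cells were cultured overnight at 35.5C and loaded with Fluo-8 calcium dye for 40 to 90 min at room temperature. After a 10 s baseline, compound was added and calcium influx was read kinetically for 3 min (ex 480/em 520 nm).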
MLL CXXC-DNA inh: inhibitors of human MLL CXXC domain-DNA interaction. Potency, µM (series often up to 115 µM), for inactives: at the highest dose activity change, negative = inhibition, usual class: inhibitors. Q03164. MLL-CXXC / FITC-HOXA9 DNA fluorescence polarization. AID 2662. actives 0.037% (n = 290,000); active = well fitted inhibition curve with a large enough effect in the polarisation, with a control signal flat, not every such curve was filed as active; inconclusive = small, poorly fitted or top-dose-only effect, or effect the other way, or a change in a side signal; inactive = no such curve, though single readings can be large or run the other way; the % refers to the polarisation; note: potency is the fitted concentration of half-maximal effect
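Fluorescence polarization: 7 uM MLL-CXXC (stock) preincubated 5 min with compounds, then 50 nM fluorescein-HOX-A9 DNA (stock) added; 30 min ambient. Buffer 50 mM Tris-HCl pH 7.5, 50 mM NaCl, 1 mM DTT, 0.05% BSA.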
FBPA coupling cs: inhibits coupling enzyme system, counter-screen for aldolase hits; coupling enzyme system counterscreen, AmpLite Red fluorescence; activity change, negative = inhibition, % at 58.2 µM, hits read low; actives 0.67% (n = 290,000); AID 2472; in the data active = activity change below about -30%; note: % is set by controls: 0 for no effect and ±100 for the full control effect
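Counterscreen of the coupled detection system alone, without aldolase: glyceraldehyde-3-phosphate coupling enzymes plus AmpLite Red readout. Compounds at 57.5 uM final, 10 min RT preincubation, 20 min RT reaction, fluorescence 525/598 nm.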
MBNL1-CUG inh: inhibitors of human MBNL1 binding to CUG repeat RNA | Q9NR56 | TR-FRET MBNL1-His/biotin-(CUG)12 binding, 665/545 ratio | Potency, µM (doses to about 57.5 µM), without a hit: at the top dose activity change, negative = inhibition, usual class: inhibitors | actives 0.036% (n = 280,000) | AID 2675; active = well fitted inhibition curve with a large enough effect in the signal ratio, with a control signal flat, not every such curve was filed as active; inconclusive = small, poorly fitted or top-dose-only effect, or effect the other way, or a change in a side signal; inactive = no such curve, though single readings can be large or run the other way; the % refers to the signal ratio; note: potency is the fitted concentration of half-maximal effect; % is set by controls: 0 for no effect and ±100 for the full control effect
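Ratiometric TR-FRET (665 over 545 nm, excitation 340 nm) tracks disruption of MBNL1-His/biotin-(CUG)12 complex after 60 min at room temperature, with compounds at 92 nM to 58 uM final.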
S-ASM inh: blocks human secretory acid sphingomyelinase | P17405 | placental ASM, HMU-PC fluorogenic substrate, 60 min | Potency, µM (doses to about 57.5 µM), inactives show at the top dose activity change, negative = inhibition, hits mostly inhibitors | actives 0.006% (n = 340,000) | AID 504937; note: potency is the fitted concentration of half-maximal effect
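Steps: dispense placental human ASM, pin compound, wait 10 min at room temperature, add HMU-PC0 substrate at 9 uM final, incubate 60 min at 37 °C, add stop solution raising pH to 10, read fluorescence.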
GALK inhibitor: galactokinase (human) inhibition | P51570 | Purified GALK, Kinase-Glo residual ATP luminescence | Potency, µM (titrated, usually from 57.5 µM), for the others: at the top dose activity change, negative = inhibition, actives largely listed as inhibitors | actives 0.007% (n = 270,000) | AID 1868; note: potency is the fitted concentration of half-maximal effect; % is set by controls: 0 for no effect and ±100 for the full control effect
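Galactose (100 uM) and ATP (35 uM) were turned over by 5 nM GALK for 1 h at RT. Kinase-Glo Plus then converted the remaining ATP into a luminescent signal.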
KCNH2 3.1 block: inhibitors of human KCNH2 3.1 potassium channel isoform; U2OS KCNH2 3.1, thallium flux FluxOr; hits give low values; activity change, % (tested at about 1.8 µM); actives 0.95% (n = 340,000); AID 720553;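 active = maximum activity change below -70%; inconclusive = maximum activity change from -70% to -50%; inactive = maximum activity change above -50%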;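 note: thallium influx rate constant from kinetic fluorescence after stimulation buffer; % is set by controls: 0 for no effect and ±100 for the full control effect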
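Normalized rate constant (relative to positive and negative DMSO controls) derived from a 2 min kinetic fluorescence read after stimulation; U2OS cells expressing the 3.1 isoform via virus at 1.77 x 10^8 /mL.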
Integrin act MD: integrin-mediated muscular dystrophy alleviation activation; alpha7betagal myoblasts, beta-gal FDG fluorescence, 48 h; actives 0.064% (n = 350,000); AID 624291; Potency, µM (titrated, usually from 38.3 µM), without a hit: at the top dose activation, actives largely listed as activators;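 note: potency is the fitted concentration of half-maximal effect; 100% = response of the positive control SU9516; nearly all actives have a fitted effect of over 60% in size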
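Alpha7betagal+/- myoblasts (passage 13) were plated 16-24 hr, then exposed to compounds (1:260 dilution of DMSO stock) for 48 hours at 37C. After MPER lysis, β-galactosidase reporter activity was read as FDG fluorescence (ex 480/em 540) after 30 minutes.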
KCNH2 WT inh: KCNH2 (human, wildtype) channel inhibition. activity change, % at 1.84 µM. actives 0.37% (n = 340,000). U2OS, BacMam KCNH2, thallium flux FluxOr; hits give low values. Q12809;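 active = maximum activity change below -70%; inconclusive = maximum activity change between -70% and -50%; inactive = maximum activity change above -50%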; note: % is set by controls: 0 for no effect and ±100 for the full control effect
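U2OS cells were transduced with wild-type KCNH2 virus (2.03 x 10^8 / mL) for 4 h at room temperature, then cultured overnight at 37 C. Thallium flux was read with FluxOr dye. Rate constants were normalized to DMSO controls.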
* = called active by the depositor; u = inconclusive; x = no result given; [ ] = dose if it differs, or a comment. Unless noted, calls come from the whole dose curve; as a rule, active = well fitted curve in the direction sought with a large enough effect; inconclusive = small, poorly fitted or top-dose-only effect, or another doubt; inactive = no such curve, though single readings can be large; an effect the other way counts as inactive or inconclusive.

canonical_smiles,AT treatment,TRPV1 agonist,MLL CXXC-DNA inh,FBPA coupling cs,MBNL1-CUG inh,S-ASM inh,GALK inhibitor,KCNH2 3.1 block,Integrin act MD,KCNH2 WT inh
O=C(Cn1ccc2ccccc2c1=O)NCCC(=O)Nc1ccc(F)cc1F,-4%,10,-14%,1,1%,-2%,6%,-16,u,4
N#CCSc1ccc(S(=O)(=O)N2CCOCC2)cn1,0%,x,x,x,x,0%,x,20,-15%,0
CN(C)c1ccc(CN(CC2CCCO2)C(=O)c2cccs2)cc1 (configuration not stated),-6%,-3,7%,-2,-2%,-1%,3%,2,-58%[inhibitor],-1
CC1(C)Cc2c(sc3c2c(=O)n(Cc2ccccc2)c2nncn32)CO1,8%,-1,2%,3,2%,2%,11%,-14,6%,-13
CC[C@]12c3[nH]c4ccc(OC)cc4c3CCN1C(=O)C(CC(=O)NC(C)(C)C)C[C@@H]2C(=O)N1CCN(C(=O)c2ccco2)CC1 (some centres not stated),4%,x,x,x,x,4%,x,-3,-21%,3
COc1ccc(C(=O)Nn2cnnc2)cc1,9%,-1,10%,-3,-5%,2%,-1%,15,18%,8
CCOc1cccc(-c2c(C(=O)N/N=C/c3c(F)cccc3Cl)nnn2-c2nonc2N)c1,-1%,-5,15%,x,3%,-12%,1%,3,4%,12
O=C(/C=C/c1ccc2c(c1)OCCO2)N1CCN(c2ccc(F)cc2)CC1,-15%,u,-1%,-1,-15%,-1%,1%,-1,23%,x
CCCOc1ccc(-c2nnn(CC(=O)N3CCCCC3)n2)cc1,0%,u,2%,1,1%,-1%,-3%,-9,1%,-9
CCCNC(=O)c1nc(C)n(-c2ccc([N+](=O)[O-])cc2)n1,2%,-2,3%,3,x,-2%,9%,-4,11%,4
CCOC(=O)C1(Cc2cccc(OC)c2)CCN(Cc2cnc(C)s2)CC1,18%,-3,-1%,3,-6%,1%,0%,13,10%,10
CCOC(=O)C(Sc1nnc2c3ccccc3n(CC)c2n1)C(=O)OCC,6%,9,10%,0,u,-4%,-2%,12,-13%[7.66 µM],-3
CCC1(CC)C(=O)N(C)C(=O)NC1=NCc1ccccc1,-13%,-7,2%,5,-2%,0%,-3%,-4,16%,1
N#CNC(=Nc1cccc(C(F)(F)F)c1)SCc1ccc(C(=O)O)cc1,-2%,2,8%,4,x,0%,-1%,9,u,-2
CCOC(=O)C1CCN(S(=O)(=O)c2ccc3c(c2)N(C(C)=O)CCO3)CC1,8%,-1,15%,0,-3%,3%,1%,-2,-21%,13
CC(=O)c1ccc(NC(=S)N2C(C)CCCC2C)cc1 (configuration not stated),-1%,-2,7%,-1,-2%,x,1%,x,x,x
Cc1nn(C2CCCO2)c(=O)nc1N (configuration not stated),-6%,-2,-18%,2,-1%,x,3%,x,x,x
COc1cccc(CN(C)C(=O)CC2C(=O)NCCN2C2Cc3ccccc3C2)c1 (configuration not stated),5%,2,-2%,x,-2%,-3%,-2%,4,-4%,10
Nc1c(C(=O)N/N=C/c2ccc([N+](=O)[O-])cc2)sc2nnc(-c3ccccc3)c(-c3ccccc3)c12,-7%,3,7%,0,2%,7%,4%,30,-3%,-1
O=C(Nc1ccc(F)cc1)c1ccc(-n2ccnc2)nc1,2%,20,u,-1,-4%,-3%,-2%,8,18%,-3
Cn1cc(/C=C2\SC(=O)N(c3ccccc3)C2=O)c2ccccc21,1%,-4,28%,3,-8%,-2%,1%,8,-2%,3
COCCN(CC1CCCN(C2Cc3ccccc3C2)C1)C(=O)CSC (configuration not stated),0%,0,0%,-1,-2%,9%,-6%,-15,0%,18
O=C(NCCN1CCCC1)C1CCC(=O)N(CCCN2CCOCC2)C1 (configuration not stated),-5%,2,2%,x,4%,6%,-1%,-7,0%,-9
COc1ccccc1OCCNC(=O)C1CC(=O)N(c2cccc(SC)c2)C1 (configuration not stated),16%,-8,x,x,x,-3%,x,0,16%,5
O=C(NCC1CCCO1)c1cc2n(n1)C(C(F)(F)F)CC(c1ccc(Br)cc1)N2 (configuration not stated),11%,-1,-1%,-2,-11%,-1%,1%,-11,-11%,-23

A section from the list above:
canonical_smiles,AT treatment,TRPV1 agonist,MLL CXXC-DNA inh,FBPA coupling cs,MBNL1-CUG inh,S-ASM inh,GALK inhibitor,KCNH2 3.1 block,Integrin act MD,KCNH2 WT inh
COc1ccccc1OCCNC(=O)C1CC(=O)N(c2cccc(SC)c2)C1 (configuration not stated),16%,-8,x,x,x,-3%,x,0,16%,5
O=C(NCC1CCCO1)c1cc2n(n1)C(C(F)(F)F)CC(c1ccc(Br)cc1)N2 (configuration not stated),11%,-1,-1%,-2,-11%,-1%,1%,-11,-11%,-23

New compounds follow
canonical_smiles,AT treatment,TRPV1 agonist,MLL CXXC-DNA inh,FBPA coupling cs,MBNL1-CUG inh,S-ASM inh,GALK inhibitor,KCNH2 3.1 block,Integrin act MD,KCNH2 WT inh
CN1CCN(C(=O)c2cnn(-c3ccccc3)c2NC(=O)c2cccs2)CC1,2%,-2,-6%,2,-7%,-1%,-4%,-1,-8%,9
Cc1csc(NC(=O)c2ccc(S(=O)(=O)N3CCN(C)CC3)cc2)n1,-7%,8,1%,2,-6%,-1%,-1%,2,6%,9
O=C(COc1ccc2ccccc2c1)Nc1ccc(S(=O)(=O)N2CCCCCC2)cc1,3%,3,-6%,-4,5%,-5%,0%,-5,-29%,-14
COc1cc(C2C(Oc3ccccc3C)C(=O)N2Cc2ccc(F)cc2)cc(OC)c1OC (configuration not stated),1%,u,1%,-5,-20%,2%,-1%,8,-22%,-11
O=C(Nc1ccc(Cl)c(Cl)c1)Nc1ccc(Br)cc1F,6%,6,2%,-3,-3%,-11%,0%,21,-47%[inhibitor],-2
Cc1ccc(C)c(N2CCN(S(=O)(=O)c3c(C)noc3/C=C/N(C)C)CC2)c1,x,23,10%,0,-4%,-8%,0%,-16,5%,-15
O=[N+]([O-])c1ccccc1S(=O)(=O)N1CCN(Cc2ccccc2)CC1,1%,7,-2%,-2,9%,2%,-4%,3,-24%,-1
O=C(Nc1ccc(F)cc1)N1CCCN(c2nccc(C(F)(F)F)n2)CC1,2%,u,-20%,1,-9%,-1%,x,-14,-30%,-3
CCN(CC)CCN(C(=O)C1=COCCO1)c1nc2c(OC)ccc(OC)c2s1,1%,1,-3%,-1,-15%,-3%,-1%,x,-1%,12
COc1ccc(N(C)C(=O)c2ccc3c(c2)nnn3C)cc1,-3%[11.5 µM],-2,-10%,-2,-12%,-3%,-1%,-11,15%,-15
Cc1ccc(-c2nc(C3CCN(S(=O)(=O)c4ccc(C(C)(C)C)cc4)CC3)no2)cc1,1%,2,5%,0,0%,-4%,1%,-3,-7%,23
COc1cccc(-c2cc(C(=O)O)[nH]n2)c1,2%,2,10%,-1,4%,2%,-4%,-5,11%,-2
O=C(NNC(=O)c1cccs1)c1ccc(Br)cc1,6%,8,10%,6,0%,4%[11.5 µM],4%,8,-16%,-5
CCSc1nnc2c(n1)OC=Nc1ccc(Br)cc1-2,2%,-3,-10%,4,u,0%,0%,1,-23%,1
Cc1ccc(CNC(=O)c2cc3c(s2)CS(=O)(=O)C3)cc1,-2%,u,5%,x,-3%,0%,4%,-6,-20%,3
O=C(CCSc1ccc(Cl)cc1)N1CCN(c2ccc(O)cc2)CC1,-3%,u,-5%,-2,11%,-5%,-3%,-12,-35%,0
CN(C)CCCNCCCNC(=O)c1ccccn1,9%,-1,-2%,1,-4%,4%,4%,12,-1%,-6
O=C(CN(C(=O)CNC(=O)c1ccco1)c1ccc2c(c1)OCCO2)NC1CCCC1,8%,-6,16%,6,-20%,-1%,0%,14,-5%,6
O=C(CNC(=S)N(CCCN1CCOCC1)Cc1cccs1)N1CCOCC1,6%,2,9%,6,x,2%,3%,9,13%,5
O=C1C2C(C(=O)N1/N=C/c1ccco1)C1C=CC2C12CC2 (configuration not stated),15%,-7,1%,1,u,4%,1%,0,-9%,-2
Cc1ccc2c(c1)nnn2C1CCN(S(C)(=O)=O)CC1,2%,-2,6%,3,-7%,2%,5%,19,-4%,8
